Bioassay records: PubChem, several laboratories
Smad3 FoxH1 inh = inhibitors of human Smad3 transcription factor binding; P84022; TR-FRET Smad3/Dy647-FoxH1 peptide binding, europium anti-His; inhibition, % at 25 µM; 88,000 compounds, 0.29% hits; AID 630;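 active = compounds that reduce the energy-transfer binding signal between the protein and its labelled peptide by more than half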;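 note: 0% = Smad3 plus labelled peptide maximal FRET and 100% = peptide-only background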
Target sequence (P84022 whole entry, looked up): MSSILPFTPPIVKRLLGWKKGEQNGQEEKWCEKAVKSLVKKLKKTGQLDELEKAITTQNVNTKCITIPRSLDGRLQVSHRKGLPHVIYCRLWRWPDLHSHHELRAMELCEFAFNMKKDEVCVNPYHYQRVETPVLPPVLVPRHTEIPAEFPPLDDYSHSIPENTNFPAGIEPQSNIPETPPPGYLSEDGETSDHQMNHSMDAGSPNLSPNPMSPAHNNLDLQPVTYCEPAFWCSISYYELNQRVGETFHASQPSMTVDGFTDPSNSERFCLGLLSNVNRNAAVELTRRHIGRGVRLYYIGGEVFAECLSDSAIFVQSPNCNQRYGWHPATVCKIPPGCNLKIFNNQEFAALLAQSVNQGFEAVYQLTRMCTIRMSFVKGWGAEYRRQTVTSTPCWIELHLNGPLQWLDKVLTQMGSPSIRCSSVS
HUVEC tox IL1B = HUVEC cytotoxicity counter-screen, IL-1B stimulated. HUVEC cell count loss, Hoechst imaging. cell count reduction, % at 2 µM. 94,000 compounds, 0.41% hits;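 active = cell count reduction more than 3 SD above the screen-wide mean, cut at about 70% in these data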;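 note: normalized per plate to untreated control cells as the no-loss baseline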
hDAT+cocaine = human DAT dopamine uptake with cocaine, either direction; LLC-PK1 hDAT cells, [14C]-dopamine uptake with cocaine IC80; actives deviate in either direction; B-score at 10 µM; 110,000 compounds, 1.3% hits;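 active = Z score or B-score, a plate-position-corrected score, falls beyond the plate's 99.7% confidence bounds, in either direction; inactive = both scores lie inside the 99.7% bounds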;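 note: scored against the spread of the other compound wells on the same plate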
Target sequence (Q01959 whole entry, looked up): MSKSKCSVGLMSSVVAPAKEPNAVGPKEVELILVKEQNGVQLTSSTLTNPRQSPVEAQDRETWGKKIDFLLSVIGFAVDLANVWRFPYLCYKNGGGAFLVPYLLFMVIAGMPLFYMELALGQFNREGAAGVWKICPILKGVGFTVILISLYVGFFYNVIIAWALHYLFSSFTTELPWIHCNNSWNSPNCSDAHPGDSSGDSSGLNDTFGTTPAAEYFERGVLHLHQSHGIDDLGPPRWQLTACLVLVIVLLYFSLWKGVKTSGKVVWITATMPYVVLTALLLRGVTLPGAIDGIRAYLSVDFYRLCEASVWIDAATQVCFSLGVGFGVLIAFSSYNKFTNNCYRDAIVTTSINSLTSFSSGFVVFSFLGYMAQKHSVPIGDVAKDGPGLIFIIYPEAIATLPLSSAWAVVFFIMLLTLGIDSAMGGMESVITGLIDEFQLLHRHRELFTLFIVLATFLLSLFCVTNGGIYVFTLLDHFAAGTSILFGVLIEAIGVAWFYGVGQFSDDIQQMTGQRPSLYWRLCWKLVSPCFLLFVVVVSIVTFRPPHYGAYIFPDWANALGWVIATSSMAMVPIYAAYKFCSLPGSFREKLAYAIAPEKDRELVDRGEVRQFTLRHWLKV
PTPN22 inh 2 = inhibitors of human LYP (PTPN22) phosphatase. recombinant LYP catalytic domain, DiFMUP fluorescence. 96,000 compounds, 0.21% hits. Q9Y2R2. inhibition, % at 2 µM;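 active = inhibition at 2 µM at or above a set limit, the screen mean plus 3 SD, cut at about 24% in these data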;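 note: 0% = DMSO with enzyme and 100% = enzyme fully blocked by orthovanadate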
cytoskel mod = modifiers of cytoskeleton assembly. HUVEC TNFa F-actin phalloidin imaging, high content. inhibition, % at 2 µM. 91,000 compounds, 0.18% hits;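 active = inhibition above the batch mean plus 3 SD and confirmed as a hit by visual image inspection, cut at about 30% in these data, passing the limit was not always enough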; note: strong numbers were not always called active
MT1-MMP txn act = activates MT1-MMP transcription; HT1080 MT1-MMP promoter luciferase reporter, luminescence, overnight; hits give high values; activation factor at 10 µM; 86,000 compounds, 0.16% hits; AID 750;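 active = activation factor of at least 2 for MT1-MMP transcription at 10 µM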
VCAM1 TNFa inh = reduces TNF alpha induced VCAM1 expression in HUVEC; HUVEC TNFa-induced VCAM-1 immunofluorescence, high-content imaging; inhibition, % at 2 µM; 95,000 compounds, 0.48% hits;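 active = inhibition above the batch mean plus 3 SD, with images confirmed as a hit by eye, cut at about 37% in these data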;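 note: 0% = TNF-stimulated DMSO wells and 100% = unstimulated control wells; not every result past the cut was called active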
TNFa cytotox = toxic to HUVEC cells under TNF alpha stimulation; HUVEC TNFalpha-stimulated, Hoechst cell count, imaging; cell count reduction, % at 2 µM; 93,000 compounds, 0.17% hits;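 active = cell count reduction exceeding the screen mean by over 5 SD, scaled to untreated wells per plate, cut at about 78% in these data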;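 note: cells counted after 24 h of TNF alpha exposure following the 1 h pretreatment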
Calb biofilm kill = kills Candida albicans biofilms; C. albicans biofilm + clotrimazole, Alamar Blue; inhibition, % at 6 µM; 85,000 compounds, 0.14% hits; AID 834;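 active = inhibition above 20%; inactive = inhibition below 20%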;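 note: preformed 24 hr biofilms exposed to compound for 48 hr; 0% = biofilm without compound and 100% = blank killed by clotrimazole plus chlorhexidine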
The depositor's hits bear a star; · = not tested or not shown; [ ] = dose if it differs, or a comment. An excerpt; rates above refer to the full screens.

SMILES	Smad3 FoxH1 inh	HUVEC tox IL1B	hDAT+cocaine	PTPN22 inh 2	cytoskel mod	MT1-MMP txn act	VCAM1 TNFa inh	TNFa cytotox	Calb biofilm kill
COc1ccc2nc(C)cc(Nc3ccc(N4CCOCC4)cc3)c2c1	4	2	1.7	-1	-5	1.2	11	-30	11
Cc1nnc(NC(=O)COc2ccccc2)s1	8	·	-0.83	2	-16	1	10	15	-6
COc1cccc(Oc2cnc(N)nc2-c2ccc(OC)cc2O)c1	2	18	0.32	6	-12	0.7	14	6	5
C=CCNC(=O)CC(=O)N/N=C/c1ccccc1F	·	7	-0.86	2	10	·	0	-6	·
CCn1c2ccccc2c2cc(NC(=O)CSc3nnc(-c4cccc(Cl)c4)o3)ccc21	·	-1	·	7	-17	·	4	-4	·
Cc1cc(C)cc(N(CC(=O)NCC2CCCO2)C(=O)CN2C(=O)COc3ccccc32)c1 (stereo unspecified)	2	1	0.13	-1	-31	1.1	1	-8	-1
C=CCn1c(N)c(C(=O)Nc2ccccc2OC)sc1=S	5	3	-1.1	0	25	1.2	6	-19	5
O=C(O)c1ccc(NS(=O)(=O)/C=C/c2ccccc2)cc1	-27	-20	-0.38	3	26	1	-12	-11	8
COc1ccc(S(=O)(=O)N(CC(=O)N2CCN(c3ccccc3)CC2)c2ccccc2)cc1	4	-88	-1.3	5	20	1.2	11	-24	1
CCOC(=O)C1CCCCN1C(=O)CCc1c(C)nc2cc(-c3ccccc3)nn2c1C (stereo unspecified)	0	9	·	-8	1	·	3	-22	-4
Cc1ccc(C(=O)NCCNc2ccc(Cl)cc2[N+](=O)[O-])o1	·	-36	-0.19	11	29	·	19	5	·
CCC(NS(=O)(=O)c1ccc(OC)cc1)C(=O)NCCC1=CCCCC1 (stereo unspecified)	5	-2	0.49	-5	·	·	4	-4	6
COc1ccc(N2CCN(C(=O)C3CCCO3)CC2)cc1 (stereo unspecified)	-2	-31	-0.36	4	16	1.2	2	-4	9
Cc1cccc(N2CCN(C(=O)Cc3c(C(=O)O)[nH]c4ccc(Cl)cc34)CC2)c1C	·	-33	1.3	-4	-3	1	17	-4	·
CSC1=NCCN1C(=O)C(C)Oc1ccccc1 (stereo unspecified)	0	·	-0.39	·	·	1.1	·	·	-7
O=C1CC(Cc2ccc(Cl)cc2)C(=O)N1c1ccncc1 (stereo unspecified)	6	-32	-1.2	4	-18	1.2	-17	·	2
CC(=O)c1ccc(N2CCN(c3ncc(C(F)(F)F)cc3Cl)CC2)cc1	8	24	-1	3	20	1.1	21	-38	3
CCn1cc([N+](=O)[O-])c(C(=O)N2N=C(c3ccc4ccccc4c3)CC2c2ccccc2O)n1 (stereo unspecified)	2	-41	-0.26	-4	0	1.4	45	-20	4
Cc1cc(Oc2ccccc2)nc(OCC#N)n1	-5	-13	-0.26	-5	-4	1.1	6	-4	1
O=C1N(Cc2ccccc2)CCCC12CCCN(Cc1ccccc1)C2=O	-8	5	-0.23	-6	2	0.9	0	-13	-4
CCOC(=O)c1c(NC(=O)c2ccco2)sc2c1CCCCC2	-1	-5	-0.32	8	-14	1.1	26	-23	3
O=C(NCc1ccc2c(c1)OCO2)c1nn(-c2ccccc2)c(=O)c2ccccc12	15	7	1	-1	-23	1.2	-4	-1	11
O=c1[nH]c(N2CCN(c3ccccc3)CC2)nc2c1CCC2	11	-15	0.33	9	3	0.9	-1	-29	2
CCC(=O)Nc1ccccc1Nc1cc(C#N)c(C#N)cc1[N+](=O)[O-]	16	·	0.026	·	·	1	·	·	-1
O=C(CSCc1n[nH]c(=O)[nH]1)NCCOc1cccc(Oc2ccccc2)c1	0	-8	0.83	-24	-11	1.2	9	27	1
Cc1occc1C(=O)NN=C1C2CC3CC(C2)CC1C3	-7	-2	2.5	-2	-2	1.3	21	25	-3
CCN(CC)c1ccc(NC(=O)Nc2cccc(C(C)=O)c2)cc1	26	-59	0.46	-38	2	1.1	-20	-25	10
Cc1ccc2[nH]c3c(c2c1)CN(C(=O)CN1c2ccc(F)cc2CCC1C)CC3 (stereo unspecified)	3	15	0.43	11	-16	1.1	-3	-4	1
CCc1c(C)nc2cc(-c3ccc(OC)c(OC)c3)nn2c1NCC1CC1	·	-11	·	5	14	·	-12	-24	·
O=C(NCc1cccs1)c1cc(C2CC2)on1	1	-41	-0.4	7	3	·	2	-20	3
COc1cccc(C2C(C#N)=C(N)OC3=C2C(=O)CCC3)c1OC(=O)c1ccco1 (stereo unspecified)	-4	-27	0.69	-9	4	1	9	3	5
C/C(=N/NC(=O)c1ccc(C)s1)c1cccc(NC(=O)COc2ccc(Cl)cc2Cl)c1	·	-22	-0.39	0	10	·	4	9	·
CC1(C)CC(=O)C=C(NNC(=O)C2CCCCC2)C1	0	-12	0.022	-8	0	1.2	41	-11	3
CC(=O)C(=[N+]=[N-])C(=O)NCc1ccccc1	-3	-13	0.049	4	6	1.1	-3	-3	2
O=C(OC(C(=O)NC1CCCC1)c1ccc(F)cc1)c1ccno1 (stereo unspecified)	-6[fluorescence artefact?]	-15	0.87	8	2	1	-12	-39	-3
Cc1ccc(S(=O)(=O)NC(=O)COc2ccccc2C(N)=O)cc1	-14	-18	-1.2	12	10	1.1	-6	-6	1
CC(C)CC(=O)NC(=S)NCCc1ccccc1	·	4	0.65	11	11	·	1	-13	·
CCC(C)NC(=O)CSc1nc(-c2cccs2)cc(C(F)(F)F)n1 (stereo unspecified)	·	28	0.15	10	5	·	-6	2	·
CCOC(=O)C1=C(C)NC(=O)C(C(N)=O)C12CCCC2 (stereo unspecified)	-3	0	-0.078	6	-11	1.1	-2	10	5
Cc1ccc(/C(O)=C2/C(=O)C(=O)N(Cc3ccco3)C2c2cccs2)cc1 (stereo unspecified)	9	-4	-0.74	-2	13	1.1	5	·	2
CCN(CC)C(=O)CN(c1cccc(OC)c1)S(=O)(=O)c1ccc(C)cc1	2	-8	0.099	0	-16	1.1	1	-4	3
CC(C)c1ccc(C2C3CSCC=C3C(C#N)=C(N)C2(C#N)C#N)cc1 (stereo unspecified)	-5	-121	2	5	15	1.4	1	-30	1
CCn1c(=O)c(NC(=O)c2ccccc2)c2n(c1=S)CCCCC2	·	-3	-0.21	0	2	·	7	-16	·
C=C(C)c1cccc(C(C)(C)NC(=O)N2CCOCC2)c1	-7	-13	-0.037	-3	-11	·	6	1	9
Cc1cccn2cc(CNc3ccccc3)nc12	-9	-2	0.0084	2	-2	1.3	16	-6	1
O=C(O)CSc1nnc(CNc2ccc(Cl)cc2)n1Cc1ccccc1	-3	-4	-0.0061	0	14	1.2	-5	-15	-2
Cc1ccc(S(=O)(=O)Cn2nnnc2C(c2ccccn2)N2CCN(c3ccccc3)CC2)cc1 (stereo unspecified)	1	-1	-0.54	2	-20	1	-6	-14	-2
CCOC(=O)Cn1cnc2sc3c(c2c1=O)CCC3	1	1	-0.081	10	-2	1.2	10	0	6
O=C(Cn1cnc2c(nnn2-c2ccc(F)cc2)c1=O)NCC1CCCO1 (stereo unspecified)	-1	-68	-0.2	-10	-10	1.1	13	-11	9
C=CCNC(=O)c1sc(=S)n(-c2ccc(C(=O)OCC)cc2)c1N	4	·	0.28	·	·	1.2	·	·	-3

Brought forward from above: two entries, followed by the next part.
SMILES	Smad3 FoxH1 inh	HUVEC tox IL1B	hDAT+cocaine	PTPN22 inh 2	cytoskel mod	MT1-MMP txn act	VCAM1 TNFa inh	TNFa cytotox	Calb biofilm kill
O=C(Cn1cnc2c(nnn2-c2ccc(F)cc2)c1=O)NCC1CCCO1 (stereo unspecified)	-1	-68	-0.2	-10	-10	1.1	13	-11	9
C=CCNC(=O)c1sc(=S)n(-c2ccc(C(=O)OCC)cc2)c1N	4	·	0.28	·	·	1.2	·	·	-3
CC(=O)N1CCn2c3c(c(=O)c4cc(C)ccc42)CCC31 (stereo unspecified)	22	·	-0.32	·	·	1	·	·	-2
CC(C)OC(=O)CSc1nnc(Cc2ccccc2)n1C	-18	-33	1.4	-6	4	1	16	-22	8
Cc1occc1-c1nnc(SCC(=O)N2CCc3ccccc32)o1	-3	-32	-0.98	3	-5	1	23	-3	8
CC(=O)NC1(C(F)(F)F)NC(=O)N(C2CCCCC2)C1=O (stereo unspecified)	3	-4	0.014	1	2	1.2	-7	2	8
Cn1c(Cn2c(=O)sc3ccccc32)nnc1SCC(=O)N1CCOCC1	16[fluorescence artefact?]	·	-1.2	·	·	1.1	·	·	14
CCOC(=O)CC(=O)CSc1nc2c(cc1C#N)CCCCCC2	15	·	0.0099	·	·	1.1	·	·	-3
CCOC(=O)c1snc(C(=O)NC2CCCCC2)c1N	-4	·	-0.041	·	·	1.5	·	·	3
O=C1c2ccccc2C(=O)N1CC(=O)N1c2ccccc2Sc2ccccc21	·	-34	-1.5	7	-15	·	12	-15	·
COC(=O)CSc1nc2cc3c(cc2cc1C#N)OCO3	35[fluorescence artefact?]	-14	-1.1	-1	5	1	-26	-15	·
Cc1ccccc1NC(=O)C1CC(Cl)=CCC1C(=O)O (stereo unspecified)	0	-19	-0.74	2	7	1	-8	-36	0
COC(=O)c1cc2c(=O)n3ccccc3nc2n(Cc2cccnc2)c1=N	11	-8	0.75	11	23	1.2	3	-13	7
COc1ccc(OC2C(=O)N(Cc3ccc4c(c3)OCO4)C2c2cccs2)cc1 (stereo unspecified)	·	1	-0.68	2	-36	·	7	0	·
CCOC(=O)Cc1nnc(NC(=O)c2ccco2)s1	11	-45	-1.5	0	·	1.2	-30	1	3
COCCCNC(=O)c1ccc(Cn2c(=O)c3ccccc3n(Cc3cc(C)ccc3C)c2=O)cc1	8	14	-0.96	6	3	1	2	-5	5
CN1C(=O)c2ccc(NC(=O)C3CCCCC3)cc2C1=O	0	-37	-0.0028	-9	2	1.1	-10	-18	2
COc1cc(OC)cc(C(=O)Nc2ccccc2C(=O)N2CCCC2)c1	7[fluorescence artefact?]	-12	0.31	52*	-2	1.6	-9	8	0
Cc1ccccc1C(=O)Nc1cccc(NC(=O)c2ccc(-c3ccc(Br)cc3)o2)c1	-1	3	·	20	-5	1.2	-6	5	4
COc1ccc(/C=N/Nc2nccnc2Cl)cc1	0	2	0.94	-2	-9	0.5	11	-13	-3
O=C(C1CCCO1)N1CCN(S(=O)(=O)c2cccc3nsnc23)CC1 (stereo unspecified)	4	·	-0.66	·	·	1.1	·	·	2
Cc1ccc(CNC(=O)C2CC(c3ccccc3[N+](=O)[O-])=NO2)cc1 (stereo unspecified)	·	-8	0.98	12	20	·	12	-27	·
Cc1cc(C)n(-c2ncnc3c2oc2ccccc23)n1	15	-10	1.4	-19	-14	1.1	-2	-19	4
CCOc1ccc(C(C)(C)C)cc1S(=O)(=O)N1CCOCC1	1	15	-0.36	-1	-43	1.1	10	9	9
Cc1ccc(-c2csc(NC(=O)c3cccs3)n2)cc1	5	-6	0.68	-8	2	1.3	-6	-12	1
Cn1c(O)c(C(C#N)=C2N=c3ccccc3=N2)c2ccccc21	18[fluorescence artefact?]	3	-0.24	-10	-2	1.4	11	1	6
CCOC(=O)c1ccc(NC(=O)CC2C(=O)N(c3cccc(OC)c3)C(=O)N2CCOC)cc1 (stereo unspecified)	9	-1	1.3	11	19	1.1	-5	-13	7
CCOC(=O)c1[nH]c(COC(=O)CCOc2ccccc2OC)c(C(=O)OCC)c1C	·	12	0.65	13	-12	·	-6	-2	·
Cc1ccc([N+](=O)[O-])c2cccnc12	·	3	0.22	3	5	·	4	-27	·
